KCNQ2 inh: KCNQ2 potassium channel inhibitors, primary screen, cell-based, CHO-K1, FluxOR thallium flux, B-score (AID 2156). 20 min; stronger effect = lower value. 310,000 tested, 1.1% active. O88943. B-score at 10 µM;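 active = fluorescence ratio B-score at most minus 3 library SDs, with starting brightness B-score within 2 library SDs, cut at about -5.5 in these data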
Kir21 block: Kir2.1 (mouse) channel inhibition | 310,000 tested, 0.85% active | HEK293-Kir2.1, FluxOR thallium flux fluorescence; stronger effect = lower value | AID 1672 | P35561 | B-score at 10 µM;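 active = fluorescence ratio B-score at or below minus 3 SD of library scores, with starting-brightness B-score within 2 SD, cut at about -4.2 in these data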;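 also: channel flux triggered by added potassium and thallium sulfate stimulus; B-score of peak minus minimum fluorescence over baseline after thallium stimulus; more negative B-score means stronger Kir2.1 block with less thallium influx; some compounds called inactive have numbers as strong as hits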
Target sequence (P35561 whole entry, looked up): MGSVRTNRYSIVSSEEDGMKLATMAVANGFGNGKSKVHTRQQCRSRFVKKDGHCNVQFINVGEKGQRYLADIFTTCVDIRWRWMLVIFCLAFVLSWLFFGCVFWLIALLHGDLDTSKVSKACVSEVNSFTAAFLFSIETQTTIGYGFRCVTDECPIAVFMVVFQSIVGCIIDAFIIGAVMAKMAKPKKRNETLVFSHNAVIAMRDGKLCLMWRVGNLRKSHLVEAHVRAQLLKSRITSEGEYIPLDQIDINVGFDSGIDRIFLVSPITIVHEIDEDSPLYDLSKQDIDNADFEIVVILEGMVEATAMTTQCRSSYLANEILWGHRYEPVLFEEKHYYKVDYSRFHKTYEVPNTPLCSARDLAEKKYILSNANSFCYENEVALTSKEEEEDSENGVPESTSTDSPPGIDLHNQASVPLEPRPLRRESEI
STK33 inh: blocks human STK33 kinase activity; Q9BYT3; purified STK33, MBP phosphorylation, ADP-Glo luminescence; inhibition, % at 10 µM; 320,000 tested, 0.073% active;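 active = inhibition at or above 25%, using the most active replicate where run in duplicate; inactive = inhibition below 25%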
Target sequence (Q9BYT3 whole entry, looked up): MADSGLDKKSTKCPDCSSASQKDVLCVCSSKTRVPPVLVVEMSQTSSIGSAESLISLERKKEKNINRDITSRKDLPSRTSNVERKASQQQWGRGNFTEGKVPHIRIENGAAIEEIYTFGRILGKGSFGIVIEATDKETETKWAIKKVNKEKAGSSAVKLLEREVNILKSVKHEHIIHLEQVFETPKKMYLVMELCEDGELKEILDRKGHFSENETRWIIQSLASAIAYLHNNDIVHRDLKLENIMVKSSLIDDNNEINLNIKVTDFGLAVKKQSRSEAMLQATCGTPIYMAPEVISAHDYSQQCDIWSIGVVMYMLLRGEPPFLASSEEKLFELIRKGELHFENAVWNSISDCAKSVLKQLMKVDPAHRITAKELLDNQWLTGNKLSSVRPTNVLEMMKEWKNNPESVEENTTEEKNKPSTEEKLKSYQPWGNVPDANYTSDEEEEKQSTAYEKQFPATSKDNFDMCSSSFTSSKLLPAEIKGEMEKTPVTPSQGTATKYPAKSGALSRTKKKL
* marks the source's active call; other numbers are inactive results; i = inactive; · = not tested or not shown.

SMILES | KCNQ2 inh | Kir21 block | STK33 inh
CCOC(=O)c1ccc(NNC(C)=O)c([N+](=O)[O-])c1 | i | -0.63 | 0.4
Cc1cccc(C)c1NC(=O)Cn1nc(-c2ccccc2)nc1-c1ccccc1 | i | -0.06 | -0.7
O=C(c1cccc(Br)c1)c1conc1C(=O)c1ccco1 | i | -3.5 | -4.3
CCC(=O)NCCCOc1ccccc1 | i | -0.47 | -2.2
Cn1ccc(C(=O)N/N=C/c2ccccc2[N+](=O)[O-])n1 | i | -1.8 | -2.4
O=C(OCCN=C1NS(=O)(=O)c2ccccc21)c1cccnc1 | i | 0 | 6.1
O=C(COc1ccc(F)cc1)N(Cc1cccc(Br)c1)C1CCS(=O)(=O)C1 (stereo not given) | i | 0.88 | -0.8
CCn1c(SCC(=O)Nc2cccc(O)c2)nc2c1c(=O)n(C)c(=O)n2C | i | 0.7 | -2.2
COc1ccc(C(C(=O)NC2CCCC2)N(C(=O)c2snc(-c3ccc(F)cc3)c2N)c2ccccc2)cc1 (stereo not given) | i | -0.87 | -0.6
CCOc1ccc(N(C)S(=O)(=O)c2c[nH]c(C(=O)OC)c2)cc1 | i | 0.71 | 1.4
Cc1cccc(C2CC(c3ccccc3)Nc3ncnn32)c1 (stereo not given) | i | -0.96 | -1.7
O=C(Cn1nnc(-c2ccccc2NC(=O)C2CC2)n1)NC1CCCCC1 | i | 0.06 | -1.5
CC(=O)C1C(c2cccc(Oc3ccccc3)c2)NC(=O)NC1(O)C(F)(F)F (stereo not given) | i | -0.37 | -2.3
CCO[C@@H]1OC(C(=O)NCc2ccccc2)=C[C@H](C)[C@H]1CCCO | i | 0.12 | -0.4
CCC(C(=O)Nc1cc(C)nn1-c1nc(C)cc(C)n1)c1ccccc1 (stereo not given) | i | 0.02 | 1.3
S=C(NCc1ccncc1)Nc1ccc(Br)cc1Cl | i | -0.06 | 0.8
O=C(Nc1cccc(F)c1)NC1CC2CCCC(C1)N2C1CC1 (stereo not given) | i | -0.43 | 0.5
Nc1c(C(=O)N2CCCCC2)sc(=S)n1-c1ccccc1 | i | 0.34 | 1.9
Cc1cc2n(c1)CCn1c(C)ccc1-2 | i | -0.51 | 0.2
COc1ccc(OC)c(NC(=O)C2CCCN(S(=O)(=O)c3cccc4nsnc34)C2)c1 (stereo not given) | i | 0.51 | -1.3
CC(OC(=O)c1cc2c(ccc3ccccc32)oc1=O)c1nc2ccccc2s1 (stereo not given) | i | 0.19 | -2.1
COc1ccc(C(=O)C2CCCN(Cc3ccc4nonc4c3)C2)cc1OC (stereo not given) | i | -0.01 | -1.1
Cc1cccc(NC(=O)C23CCC(C)(C2Br)C3(C)C)c1 (stereo not given) | i | -0.93 | -1.4
NCCSC1CC(=O)N(c2ccc(Cl)c(Cl)c2)C1=O (stereo not given) | i | 2 | -1.2
C/C=C(/C)C(=O)Nc1cccc(C2=NOC3(C2)C[C@@H](C(N)=O)N(C(=O)CC)C3)c1 (stereo not given in full) | i | 0.26 | -0.7

5 entries out of the list, arranged by molar mass, descending.
SMILES | KCNQ2 inh | Kir21 block | STK33 inh
COc1ccc(OC)c(NC(=O)C2CCCN(S(=O)(=O)c3cccc4nsnc34)C2)c1 (stereo not given) | i | 0.51 | -1.3
CCO[C@@H]1OC(C(=O)NCc2ccccc2)=C[C@H](C)[C@H]1CCCO | i | 0.12 | -0.4
O=C(OCCN=C1NS(=O)(=O)c2ccccc21)c1cccnc1 | i | 0 | 6.1
CCOC(=O)c1ccc(NNC(C)=O)c([N+](=O)[O-])c1 | i | -0.63 | 0.4
CCC(=O)NCCCOc1ccccc1 | i | -0.47 | -2.2

Other results:
SMILES | KCNQ2 inh | Kir21 block | STK33 inh
Cc1nnc(NC(=O)CSc2nnc(CNC(=O)c3ccccc3)o2)s1 | i | 1.2 | -0.4
COc1ccc(C2=NS(=O)(=O)N(C)C(C(=O)N3CCC(C)CC3)=C2)cc1 | i | -0.77 | -1.3
COc1ccc2nc(C)cc(SCC(=O)N/N=C/c3ccccc3)c2c1 | i | -1 | 0.4
O=c1cc(N2CCCCC2)c(-c2ccccc2)nn1Cc1ccc(F)cc1 | i | -0.23 | -1.5
COc1cccc2cc(C(=O)CS(=O)(=O)c3ccc(C)cc3)c(=O)oc12 | i | 0.39 | -1.1
CC(C)N1CCc2c(sc(NC(=O)CCc3ccccc3)c2C(N)=O)C1 | i | 0.68 | -0.2
Cc1ccc(-c2c(C(=O)N/N=C/c3ccncc3)nnn2-c2nonc2N)cc1 | i | 0.88 | -6.1
CCN(CC(=O)NCc1cccs1)C(=O)c1ccc(OC)c(S(=O)(=O)N2CCOCC2)c1 | i | -0.52 | -1.3
C/C(=N\NC(=O)c1cccc(N/N=C(\C)c2ccco2)c1)c1ccco1 | i | 0.49 | ·
CCC1CCCCN1C(=O)C1CC(c2cc(Cl)c(OC)cc2OC)=NO1 (stereo not given) | -6.2* | 0.27 | -1.7
Cc1cc(C)c2c(N=NN3CCOCC3)[nH]nc2n1 | i | -2.6 | -0.1
C=CCc1cccc2cc(C(=O)NC)c(=O)oc12 | i | 0.05 | -0.4
Cc1ccc(S(=O)(=O)N/N=C/c2c(F)cccc2Cl)cc1 | i | -3.7 | 3.9
O=C(Cc1cc(=O)[nH][nH]1)N/N=C/c1cccc2ccccc12 | i | 0.36 | 0.6
O=C(NNC(=O)c1cccc(-n2cnnn2)c1)c1ccccc1 | i | -0.46 | -0.1
O=S(=O)(c1ccccc1C(F)(F)F)N1CCOCC1 | i | 0 | -0.9
C=CCc1ccc(OCC(O)CN2CCN(Cc3ccccc3)CC2)c(OC)c1 (stereo not given) | i | -0.54 | -2.9
CCN(C(=O)Cc1nc(N)n[nH]1)C1(C(=O)Nc2ccccc2)CCCCC1 | i | 0.85 | -2.7
CC(/C=C/c1ccco1)=N\NC(=O)c1cccnc1 | i | -1.6 | -1.4
CC(=O)c1cccc(NC(=O)NCCc2ccc(Cl)cc2)c1 | i | 0 | 0.4
CCOc1ccc(NC(=O)C(C)N2C(=O)c3ccccc3S2(=O)=O)cc1 (stereo not given) | i | 1.1 | -1.5
CC1Cc2ccccc2N1S(=O)(=O)c1cnc(Cl)c(Cl)c1 (stereo not given) | i | -0.21 | -0.4
O=C(O)CSCC(=O)Nc1ccc(C(=O)O)cc1 | i | 1.3 | -0.9
CN(C)CCN(C(=O)/C=C/c1cccs1)c1nc2ccc(Br)cc2s1 | i | -1.1 | 1.1
Cc1ccc2cc(/C=C(\C#N)C(N)=O)c(N3CCCCC3)nc2c1 | i | -0.45 | -0.1
Following part:
SMILES | KCNQ2 inh | Kir21 block | STK33 inh
CCc1ccc(N2CC(C(=O)N/N=C/c3cc([N+](=O)[O-])ccc3O)CC2=O)cc1 (stereo not given) | i | 0.72 | -1.3
FC(F)(F)c1ccccc1NC(=S)NC1CCN(Cc2ccccc2)CC1 | i | -2.1 | 1.6
CN(Cc1ccccc1)CC(O)COc1ccc(CNCCc2ccncc2)cc1 (stereo not given) | i | 0.45 | 0.0
COc1ccc(C(NC(=O)CNC(C)=O)C(=O)Nc2ccc(C(C)C)cc2)cc1 (stereo not given) | i | -0.4 | 0.0
CCCNC(=O)CCn1nc(-c2ccccc2)c2ccccc2c1=O | i | 0.25 | -0.8
Cc1ccc(N2C(=O)C3NN=C(C(=O)OCc4ccccc4)C3C2=O)cc1 (stereo not given) | i | 0.73 | -2.4
c1ccc(CN2CCN(CCOCCOc3cccc4ccccc34)CC2)cc1 | i | -14* | -0.5
Cc1csc2ncc(C(=O)NC(C)c3ccccc3)c(=O)n12 (stereo not given) | i | 0 | 0.8
CCOC(=O)c1sc2nc(C)cc(-c3ccccc3)c2c1N | i | 0.39 | 1.3
COc1cccc(-n2nnnc2SCC(=O)Nc2cccc(C)n2)c1 | i | -0.35 | 0.5
C#CCOCCOCCOCCNc1nc(N2CCN(C(=O)[C@H](C(C)C)n3cc(CCO)nn3)CC2)nc(N2CCN(C(=O)[C@H](CCCCN)n3cc(CCCC)nn3)CC2)n1 | i | -0.76 | -0.3
Cc1nc(N2CCN(c3ccccc3)CC2)[nH]c(=O)c1CCC(C)C | i | -0.18 | -1.8
Nc1cccc2c1C(=O)N(C(=O)c1cccc(S(=O)(=O)N3CCCC3)c1)C2=O | i | 0.99 | 0.3
CCOc1ccc(/C=C/c2nc(C#N)c(NCCCN(C)C)o2)cc1 | i | -1.8 | -0.2
Cc1ccc(O)c(NC(=O)COc2cc(C)ccc2C)c1 | i | 0.75 | -0.6
CCOC(=O)c1cc2sc(C)cc2n1CC(=O)N1CCOCC1 | i | 0.39 | -1.9
O=S(=O)(c1ccc(Cl)cc1)N1CCN=C1SCc1cccc(Cl)c1 | i | -3.9 | 0.0
CCc1ccc(NC(=O)CSc2nnc(CNC(=O)c3ccco3)o2)cc1 | i | -0.73 | 0.7
CCOC(=O)/C=C/C(=O)OCC(=O)Nc1ccc(Cl)cn1 | i | -0.79 | 0.6
O=C(c1cccn2c(=O)c3ccc(Cl)cc3nc12)N1CCN(Cc2ccc3c(c2)OCO3)CC1 | -5.8* | 0.01 | -0.1
CCCCN(C)CCCNC(=O)Cn1c(=O)sc2ccccc21 | i | -0.01 | 0.6
COc1ccc(/C=C/C(=O)NCCSCc2ccco2)cc1 | i | 0.3 | -0.1
CCN(CC)c1ccc(CNc2ccc3c(c2)ncn3C(C)(C)C)cc1 | i | -0.53 | 0.5
O=C(COS(=O)c1ccccc1)Nc1cc(Cl)ccc1N1CCOCC1 (stereo not given) | i | -1.6 | -0.8
Cc1nn(-c2ccccc2)c2[nH]c(=O)c(CNc3ccc(N4CCOCC4)cc3)cc12 | i | -1.4 | -1.7

Single records (already shown). Order of values: KCNQ2 inh | Kir21 block | STK33 inh
`CC(OC(=O)c1cc2c(ccc3ccccc32)oc1=O)c1nc2ccccc2s1` (stereo not given) reads i | 0.19 | -2.1
`CCOc1ccc(/C=C/c2nc(C#N)c(NCCCN(C)C)o2)cc1` reads i | -1.8 | -0.2
`O=C(O)CSCC(=O)Nc1ccc(C(=O)O)cc1` reads i | 1.3 | -0.9
`CCO[C@@H]1OC(C(=O)NCc2ccccc2)=C[C@H](C)[C@H]1CCCO` reads i | 0.12 | -0.4

Marked active in KCNQ2 inh, of those listed so far:
SMILES | KCNQ2 inh | Kir21 block | STK33 inh
CCC1CCCCN1C(=O)C1CC(c2cc(Cl)c(OC)cc2OC)=NO1 (stereo not given) | -6.2* | 0.27 | -1.7
O=C(c1cccn2c(=O)c3ccc(Cl)cc3nc12)N1CCN(Cc2ccc3c(c2)OCO3)CC1 | -5.8* | 0.01 | -0.1

Continued:
SMILES | KCNQ2 inh | Kir21 block | STK33 inh
COc1ccc(C(=O)Sc2ccc(C)cc2)cc1OC | i | -0.45 | -3.0
CCN1CCN(CCC(=O)Nc2ccccc2OC)CC1 | i | 0.4 | -1.2
CC12CNCC(C)(CN(C(c3ccccc3)c3ccccc3)C1)C2 | i | -3 | -2.4
COc1ccc(N2CCN(S(=O)(=O)c3c(C)nc4scc(C)n4c3=O)CC2)cc1 | i | -0.02 | 2.4
CN(C)S(=O)(=O)N1CCC(Oc2cccc(C(=O)NC3CCOC3)c2)CC1 (stereo not given) | i | 1.5 | -2.2
CCOC(=O)C1CCN(C(=O)COC(=O)c2ccccc2C(=O)c2ccc(Cl)cc2)CC1 | i | 0.85 | -0.8
Cc1ccc(NC(=O)c2cccs2)cc1S(=O)(=O)N(C)C | i | -0.02 | -0.3
C=CCN(CC=C)C(=S)NC(=O)/C=C/c1ccc(OC)cc1 | i | 1.6 | -0.9
CN(Cc1c(C(=O)N/N=C/c2cccc(Cl)c2)nnn1-c1nonc1N)c1ccccc1 | i | -0.41 | -0.4
O=[N+]([O-])c1ccc(COc2ccc(-c3[nH]ncc3-c3ccccc3)c(O)c2)cc1 | i | 0.58 | -2.5
Cc1ccc(CNC(=O)[C@H](C)N2C(=O)N3CCc4c([nH]c5ccccc45)[C@@]3(C)C2=O)cc1 | i | -0.64 | -0.6
COCCn1c(SCc2nc3ccccc3c(=O)[nH]2)nnc1-c1ccncc1 | i | -0.91 | ·
COc1ccc(C(=O)Nc2nnc(Cc3ccc(OC)c(OC)c3)s2)c(OC)c1 | i | 0.92 | -2.4
C=CCNc1nc(-c2sc(NC(C)=O)nc2C)cs1 | i | -1.1 | -1.7
COc1ccc(C(=O)NC(=S)NCCc2ccccc2)cc1 | i | -0.18 | 0.1
CCN(C(=O)CN1CCOCC1)c1c(N)n(Cc2ccccc2)c(=O)[nH]c1=O | i | 0.91 | -2.5
COCCNC(=O)COC(=O)c1cccnc1SC | i | -0.02 | -1.7
O=C(C1CC1)N1CCc2cc(Br)cc(S(=O)(=O)NCCCN3CCCC3)c21 | i | -0.64 | -1.6
C/C=C/C=C\C(=O)Nc1cccc(C2=NOC3(C2)C[C@@H](C(N)=O)N(C(=O)c2cc([N+](=O)[O-])cc([N+](=O)[O-])c2)C3)c1 (stereo not given in full) | i | 1.3 | 2.5
Cc1cccc(OCCn2c(NC(=O)c3ccco3)nc3ccccc32)c1 | i | 0.46 | -0.2
Cc1cc(=O)[nH]c(=S)n1-c1ccccc1 | i | -1.7 | 0.8
CCOc1ccccc1NC(=O)c1cccc2c1C(=O)N(CCOC)C2 | i | -0.18 | 2.7
COC(=O)C(NC(=O)c1ccccc1)(Nc1nc(C)cs1)C(F)(F)F (stereo not given) | -8.5* | 0.15 | -0.7
CC1CC(Nc2ccccc2)c2ccccc2N1C(=O)c1ccncc1 (stereo not given) | i | 0.75 | 0.0
COCCN1Cc2c(sc(C)c2C)N(C(=O)c2ccccc2)C1 | i | 0 | 1.3
COc1cc(C2C(C(=O)c3cc4ccccc4o3)=C(O)C(=O)N2c2cc(C)on2)cc(OC)c1OC (stereo not given) | i | 0.81 | -1.3

The order is random; 1.9% or so of the library scored in one or more.
